Ec RNAP inh = blocks E. coli RNA polymerase transcription; P0A8V2; fluorescence transcription assay; inhibition, %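 (tested at 10 µM)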; 0.2% of 62,000 active; AID 559; in the data active means inhibition above about 20%;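 further: 0% = enzyme without compound and 100% = no enzyme blank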
CatL block = blocks human cathepsin L protease activity. P07711. purified cathepsin L, fluorogenic substrate, fluorescence. inhibition, %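 (tested at 10 µM)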. 0.17% of 58,000 active. AID 460; in the data active means inhibition above about 45%;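 further: 0% = enzyme with no compound and 100% = no enzyme blank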
CatB block = human cathepsin B inhibition; purified cathepsin B, fluorogenic substrate, fluorescence; AID 453; inhibition, %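 (tested at 10 µM)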; P07858; 0.1% of 63,000 active; in the data active means inhibition above about 21%;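 further: 0% = enzyme with no compound and 100% = no enzyme blank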
* = called active by the depositor; x = not tested or not shown. These rows are one share of the data. The share of hits here may be higher or lower than overall.

Structure	Ec RNAP inh	CatL block	CatB block
CCOC(=O)C(NC=O)(NC(C)(C)C)C(=O)OCC	x	-9.0	-1.0
COC(=O)C(NC(=O)c1ccccc1)(Nc1nc(C)cs1)C(F)(F)F (centres undefined)	x	-5.9	0.0
CN(C)S(=O)(=O)Nc1ccc(NS(=O)(=O)N(C)C)c(S(=O)(=O)c2ccccc2)c1	x	-13.3	0.8
Cc1ccc(C2/C(=C(\O)c3ccc4c(c3)OCCO4)C(=O)C(=O)N2CCCN(C)C)o1 (centres undefined)	x	14.8	5.3
CC(C)CC(NC(=O)OC(C)(C)C)C(=O)NCc1ccccc1 (centres undefined)	x	-1.3	-1.2
O=C1CC(c2ccco2)CC(O)=C1C=NCCN1CCN(C2CC(=O)N(c3ccccc3)C2=O)CC1 (centres undefined)	x	-2.1	0.1
C=C(C)Cn1c(-c2ccc(OC)cc2)nc2ccccc21	x	7.7	2.8
Cc1ccccc1NC(=O)NCCc1nc2ccccc2[nH]1	x	10.9	-1.6
CN1C(=S)SC(N(O)C(=O)Nc2ccccc2)C1(C)C (centres undefined)	x	2.3	-4.8
Cc1ccc(C(=O)NCCCNCCCNC(=O)c2ccc(C)nc2)cn1	x	-2.3	1.9
CSc1sc(C(=O)O)c2c1C(=O)CCC2	x	-0.2	1.1
COC(=O)c1c(C)noc1-c1cc(C)on1	x	4.1	4.1
O=C1OC(N2CCN(C/C=C/c3ccccc3)CC2)c2ccccc21 (centres undefined)	x	-7.7	-4.6
COc1ccc(CN(C#N)c2nc(SC)nc(N(C)C)n2)cc1	x	13.1	1.0
CC(O)(C#CCN1CCOCC1)c1ccccc1 (centres undefined)	x	2.4	0.7
COc1cccc(C2CC(c3ccccc3Cl)n3nc(N)nc3N2)c1 (centres undefined)	x	2.0	-2.1
O=c1cc(O)nc2n1CCCS2	x	11.8	2.8
CCC(NC(=O)Nc1nccs1)(C(F)(F)F)C(F)(F)F	x	-13.0	3.4
CCOC(=O)c1nc(N)c(C(=O)OCC)[nH]1	x	-21.5	-0.1
Cc1nc(-c2c(-c3ccc(O)cc3O)noc2C(F)(F)F)cs1	x	-5.4	-1.4
Cc1ccc(C2CC(c3cccs3)n3nc(N)nc3N2)cc1 (centres undefined)	x	5.0	-0.5
CSc1cc(C)nc(N(C)C(C)=O)n1	x	0.6	-0.5
O=C(CN1C(=O)c2ccccc2S1(=O)=O)NCCSCc1ccco1	x	4.3	2.7
C=CCNc1nc(C)nc(OC)n1	x	-1.4	3.2
CCCCc1nc2sc3c(c2c(=O)[nH]1)CCC3	x	12.7	0.7
CCOc1ccc(C2CC(c3ccccc3)Nc3nc(N)nn32)cc1 (centres undefined)	x	-9.7	2.8
Cc1cccc(-c2nc(C#N)c(NC3CCCCC3)o2)c1	x	2.7	1.6
CCCCOc1ccc(C(=O)N2CCCC2C(=O)O)cc1 (centres undefined)	x	1.8	-1.0
CCOc1ccc(CCNC(=O)C(O)c2ccccc2)cc1 (centres undefined)	x	2.6	-1.5
O=C(NCc1cccnc1)NC(C(F)(F)F)C(F)(F)F	x	-11.3	-0.2
CCOC(=O)C(O)(C1C(=O)CC(C)(C)CC1=O)C(F)(F)F (centres undefined)	x	-16.1	-1.4
CCOC(=O)CSc1nnc2n(C3CCCCC3)c(=O)c3c4c(sc3n12)CCCC4	x	-6.7	0.9
O=C1c2ccccc2-c2onc3ccc(NCc4ccco4)c1c23	x	27.1	-2.0
CCOc1ccc(N2C(=O)CC(N)C2=O)cc1 (centres undefined)	x	11.8	2.6
CCCC(C)n1[nH]c(=O)cc1N (centres undefined)	x	-6.3	-0.9
CN1CCc2c(sc3ncn4nc(-c5ccccc5O)nc4c23)C1	8.8	x	3.1
COC(=O)c1sc(NC(=O)C(C)C)c(C(=O)OC)c1C	-1.3	6.7	2.5
N#Cc1c(SCC(=O)O)nc(N2CCCCC2)c2c1CCCC2	-1.3	5.4	1.8
O=C(O)C1CSCN1S(=O)(=O)c1cccc2nsnc12 (centres undefined)	-3.7	33.7	-1.4
CCOC(=O)CCNc1n[nH]c(=O)[nH]c1=O	5.3	24.4	2.1
CC1(C)CC(=O)C2=C(C1)OC(N)=C(C#N)C2C1C=CCCC1 (centres undefined)	5.6	8.6	3.7
Cc1cccn2c(=O)c3cc(C(=O)NCc4cccnc4)c(=N)n(C)c3nc12	8.4	-40.4	0.5
N#CCSc1nc2sc3c(c2c(=O)n1C1CCCCC1)CCCC3	11.9	17.1	1.2
Cc1cccc(NC(=O)c2cc(N3CCOCC3)nc3ccccc23)c1	20.6*	7.3	4.0
CC(C)CSc1nc(N2CCOCC2)c2c(c1C#N)CC(C)(C)SC2	6.4	8.1	0.1
COc1ccc(-n2ncc3c(NCCCn4ccnc4)ncnc32)cc1	1.3	1.9	0.1
Clc1ccc(-n2ncc3c(NCc4ccccn4)ncnc32)cc1	-15.0	-12.4	2.0
COC(=O)c1sc(NC(C)=O)c(C(=O)OC)c1C	12.8	6.4	1.1
Cc1nn(CC(=O)NCCN2CCOCC2)c(=O)c2ccccc12	1.5	32.8	1.1
COc1cccc(OC)c1-c1nn2c(-c3ccco3)nnc2s1	4.8	-7.8	2.5
c1ccc(C2Nc3ccccc3-c3nc4ccccc4n32)nc1 (centres undefined)	-12.9	-38.7	-1.5
COC(=O)C1CCN(c2nc3ccccc3nc2C(C#N)C(=O)NCCc2ccccc2)CC1 (centres undefined)	9.9	18.7	3.0
CCOC(=O)C1CCN(c2ncnc3c2cnn3-c2ccc(OC)cc2)CC1	18.7	5.7	5.8
N=c1c2c(-c3ccccc3)c(-c3ccccc3)n(Cc3ccccc3)c2ncn1CCCn1ccnc1	7.0	31.6	-3.4
Cc1c(N2C(=O)SC(CC(=O)O)C2=O)c(=O)n(-c2ccccc2)n1C (centres undefined)	1.0	-5.6	0.7
O=S(=O)(c1ccccc1)N1CCC(N2CCCCCC2)CC1	2.8	-1.3	8.1

(listing goes on)
Structure	Ec RNAP inh	CatL block	CatB block
CCc1ccc(NC(=O)CSC2=C(C#N)C(c3ccc4c(c3)OCO4)CC(=O)N2)cc1 (centres undefined)	-15.1	-5.3	3.0
COc1ccc2[nH]c(C)c(C(=O)CN3CCOCC3)c2c1	12.8	18.0	0.8
CCN(CC)CCN1C(=O)C(=O)/C(=C(/O)c2c(C)[nH]c(C(=O)OC)c2C)C1c1ccccc1 (centres undefined)	6.2	-4.6	4.6
COC(=O)c1ccc(C2/C(=C(/O)c3ccc(OC)cc3)C(=O)C(=O)N2Cc2ccco2)cc1 (centres undefined)	-12.6	-3.8	3.1
CCN(CC)C(=O)C1CCN(c2ncnc3c2cnn3-c2ccc(C)cc2C)CC1	12.9	14.3	4.3
O=C(CN1C(=O)c2ccccc2C1=O)OCN1C(=O)c2ccccc2C1=O	-14.7	-3.2	2.1
Cc1nn(CC(=O)N2CCOCC2)c(=O)c2ccccc12	8.6	9.3	3.0
Cc1ccc2[nH]c3c(c2c1)CCCC3C(N)=O (centres undefined)	6.4	10.7	1.8
CCCSC1=C(C#N)C(c2ccc(OC)cc2)C2=C(CC(C)(C)CC2=O)N1 (centres undefined)	1.4	-14.3	-0.5
CN=C(c1ccco1)n1c(=S)nc(-c2ccco2)n(C)c1=S	1.5	1.1	10.3
Cc1cc(=O)oc(C)c1C(=O)NCCN1CCOCC1	-8.5	2.7	-1.3
CCCSc1nnc2n(-c3ccccc3OC)c(=O)c3c4c(sc3n12)CCC4	4.1	6.4	2.0
Cc1nc(SCC(=O)Nc2ccc3c(c2)OCO3)c(C#N)c2c1CCCC2	8.5	-5.4	1.3
CC(=NC1CCCC1)c1c(C)[nH]n(-c2nc3ccccc3s2)c1=O	5.7	23.0	-0.8
COc1ccc(Oc2nc3c(c(=O)n(C)c(=O)n3C)n2Cc2cccc(OC)c2)cc1	5.7	-6.1	-0.2
COc1cccc(C2C(C#N)=C(N)Oc3cc(C)[nH]c(=O)c32)c1OC (centres undefined)	2.9	-27.0	4.7
Cc1ccc(-c2ccc(/C=N/c3ncn[nH]3)o2)cc1Cl	0.5	12.7	0.3
COc1ccc(Nc2nnc(C)c3ccccc23)cc1C(N)=O	10.8	-0.3	5.4
CSC1=C(C#N)C(c2ccc(C)s2)CC(=O)N1 (centres undefined)	-0.1	14.8	0.4
C=CCOc1nc2c(c(=O)n(Cc3ccc(Cl)c(Cl)c3)c(=O)n2C)n1C	4.8	16.9	-4.5
C[n+]1cccc(CNC(=O)/C=N/O)c1	5.3	3.8	0.5
CCC(=NC(CC)CO)C1=C(O)CC(C)(C)CC1=O (centres undefined)	14.8	15.0	3.0
Cn1c(N2CCN(c3ccccn3)CC2)nc2c1c(=O)n(Cc1ccc(Cl)cc1)c(=O)n2C	6.6	15.0	-2.6
N#Cc1c(N)sc(=S)c2c1CCCCC2	6.7	-8.8	5.1
Cc1cc2nncn2c(Cc2ccccc2)n1	5.3	12.0	3.5
CCOc1ccc(C2C(C(=O)c3ccc(C)o3)=C(O)C(=O)N2CCCN(CC)CC)cc1 (centres undefined)	6.7	18.7	0.8
c1ccc(-n2c(Cc3cccnc3)nc3cnccc32)cc1	-15.1	-3.5	1.7
COc1ccc(/C=C/C2=NC(=C\N(C)C)/C(=O)O2)cc1	12.0	-30.4	0.2
C/C(=N\O)c1ccc2[nH]ccc2c1	8.0	19.9	1.8
S=c1[nH]nc(-c2ccccc2)n1Cc1ccccc1	12.4	9.8	2.9
CCCOc1ccc(-c2nnc(N)s2)cc1	10.6	13.4	1.6
c1ccc(Cc2nn[nH]n2)cc1	6.4	9.7	-2.6
CCOc1ccc(N=C2C(=O)N(CN3CCOCC3)c3ccccc32)cc1	4.9	-9.0	-0.6
CC(C)Cc1nc(NCCN2CCOCC2)c(C#N)c2c1COC(C)(C)C2	0.8	1.8	-1.9
C=CCNc1nc(N2CCOCC2)c(C#N)c2c1CN(C)CC2	7.3	-4.5	3.6
CN1CCN(C(=O)CSc2nc(-c3ccncc3)ccc2C#N)CC1	6.1	-4.5	3.2
Cc1ccnc(N2CCN(c3c4c(c(C#N)c5nc6ccccc6n35)CCC4)CC2)c1	13.0	-4.7	8.5
CCOC(=O)c1ccccc1OCc1cc(/C=N/n2cncn2)ccc1OC	0.6	-8.3	3.0
CCCC(=O)N1CCN(c2nc(CC(C)C)c3c(c2C#N)CCC3)CC1	3.9	4.0	-1.3
O=C(NCCc1ccccc1)/C(=N\O)c1ccccc1	-4.5	-8.1	4.3
CCOc1ccc(C2=Nn3c(nnc3-c3ccccc3OC)SC2)cc1	-10.6	9.4	1.5
Cc1nc(SCC(=O)c2ccccc2)c(C#N)c(-c2ccco2)c1C(=O)NCc1ccco1	11.9	1.1	1.2
CCc1nc2c(sc3nc(N4CCOCC4)c4c(c32)CC(C)(C)OC4)c(=O)o1	2.5	-3.7	-2.4
Cc1cc(C)c(-n2c(O)c(C=NCCN3CCOCC3)c(=O)[nH]c2=O)c(C)c1	3.7	-9.8	0.5
COc1cccc(C2=CC(c3ccccc3)n3nnnc3N2)c1 (centres undefined)	7.7	30.6	-1.0
CCOC(=O)C(CC(=O)O)N1CCCCC1 (centres undefined)	0.7	10.7	8.4
CCC(NC(=O)Nn1cnnc1)(C(F)(F)F)C(F)(F)F	4.3	7.2	-4.0
CCOC(=O)C(C#N)C(Cc1ccccc1)c1ccco1 (centres undefined)	5.7	-11.9	3.3

Sorted by the number under CatL block (descending): some entries from above.
Structure	Ec RNAP inh	CatL block	CatB block
CCOC(=O)C(CC(=O)O)N1CCCCC1 (centres undefined)	0.7	10.7	8.4
CCC(NC(=O)Nn1cnnc1)(C(F)(F)F)C(F)(F)F	4.3	7.2	-4.0
Cc1nc(SCC(=O)c2ccccc2)c(C#N)c(-c2ccco2)c1C(=O)NCc1ccco1	11.9	1.1	1.2
CCOC(=O)C(C#N)C(Cc1ccccc1)c1ccco1 (centres undefined)	5.7	-11.9	3.3

Following part
Structure	Ec RNAP inh	CatL block	CatB block
CC1(C)NC(=O)N(CC(O)COc2cc3ccccc3cc2C(=O)N2CCCCC2)C1=O (centres undefined)	8.7	20.9	3.6
Oc1oc(-c2ccco2)nc1C=Nc1cccc(Cl)c1	7.2	24.2	0.7
COc1ccc(Nc2cc(C)nc(-n3nc(C)cc3C)n2)cc1	6.0	18.2	-1.7
Cc1cc(=O)oc(C)c1C(=O)NCCNC(=O)c1c(C)cc(=O)oc1C	5.5	5.8	-0.2
CCN1CCc2c(C#N)c(NCc3ccccc3)nc(N(CC)CC)c2C1	4.1	-5.2	1.7
ONC(=Nc1ccccc1)C(=Nc1ccccc1)NO	-4.6	10.5	-0.7
C=CCNc1nc(NCc2ccccc2)c(C#N)c2c1CN(C)CC2	2.8	-21.0	2.5
COC(=O)C(NC(=O)c1ccco1)(Nc1nc(C)cs1)C(F)(F)F (centres undefined)	7.1	22.1	-1.2
CCCC1Cc2c(sc3nc(SC)nc(N)c23)CO1 (centres undefined)	3.9	13.4	1.4
N/C(CCN1CCOCC1)=N/O	3.5	-1.0	-0.5
Cc1cc(C)n(CC2CC(=O)N(c3ccc(F)c(Cl)c3)C2=O)n1 (centres undefined)	0.2	18.9	7.8
CCCCCCOc1ccc(C(=O)n2cnc(N)n2)cc1	6.2	30.2	-0.4
Cn1ncc(N=Cc2ccccc2O)c1C(=O)N1CCOCC1	6.8	17.6	-4.5
C=C(C)CSc1nc(N)c2c3c(sc2n1)CCC3	2.8	4.2	-1.3

Screening results (PubChem)
